# Assay outcomes (PubChem)
# Furin inh: human furin inhibitors, primary screen, biochemical, fluorescence intensity | P09958 | purified furin, fluorogenic substrate cleavage | inhibition, % at 30 µM | 220,000 tested, 0.061% active; in the data active = inhibition above about 25%; also: inactives centre near -15
# Target sequence (P09958 108-714 limits assumed): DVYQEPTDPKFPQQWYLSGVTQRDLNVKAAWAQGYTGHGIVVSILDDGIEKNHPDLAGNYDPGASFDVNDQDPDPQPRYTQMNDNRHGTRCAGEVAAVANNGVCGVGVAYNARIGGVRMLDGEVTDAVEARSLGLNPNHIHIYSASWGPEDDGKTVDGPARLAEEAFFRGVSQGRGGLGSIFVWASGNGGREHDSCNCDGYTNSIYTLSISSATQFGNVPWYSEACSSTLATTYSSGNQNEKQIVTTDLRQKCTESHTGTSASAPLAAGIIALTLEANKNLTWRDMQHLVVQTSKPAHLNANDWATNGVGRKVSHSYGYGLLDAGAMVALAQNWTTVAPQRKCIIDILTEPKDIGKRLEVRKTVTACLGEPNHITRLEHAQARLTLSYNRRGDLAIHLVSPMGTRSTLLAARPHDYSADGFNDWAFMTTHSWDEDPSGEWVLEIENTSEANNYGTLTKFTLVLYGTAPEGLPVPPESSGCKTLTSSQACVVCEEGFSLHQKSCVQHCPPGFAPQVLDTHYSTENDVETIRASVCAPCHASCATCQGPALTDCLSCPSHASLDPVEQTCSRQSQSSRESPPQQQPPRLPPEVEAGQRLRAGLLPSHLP
# Thrombin inh: human alpha-thrombin inhibitors, primary screen, counter-screen for coagulation protease inhibitor project, biochemical, 1536-well, fluorogenic AMC substrate. Boc-VPR-AMC fluorogenic substrate cleavage. 220,000 tested, 0.26% active. inhibition, % at 5 µM. Prothrombin (Homo sapiens), P00734;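 active = inhibition at or above 40%; inactive = inhibition below 40%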;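 also: 0% = enzyme with no compound and 100% = wells without enzyme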
#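 Test system: human alpha-thrombin; medium: pH 7.5 Tris-saline with Tween 20; times: reaction at room temperature; signal: AMC fluorescence at 355 nm excitation and 460 nm emission; also added: Boc-VPR-AMC substrate, 15 µM final; dosing: one concentration per compound, 5 µM, with 0.2% DMSO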
# Rad51 HR inh: human RAD51 strand exchange inhibitors, primary screen, biochemical, fluorescence. DNA repair protein RAD51 homolog 1 (Homo sapiens), Q06609. hRad51 DNA strand exchange, fluorescence dequenching. inhibition, % at 10 µM. 200,000 tested, 0.085% active;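 active = inhibition above 40% at the single screening dose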;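 also: 0% = DMSO control wells and 100% = blanks with heterologous ssDNA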
#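 Test system: preformed human Rad51 ssDNA filaments. Compound dosing: single dose, 10 µM final compound. Incubation: filaments 15 min 37 °C, then compound 30 min. Technique: FRET fluorescence dequenching, excitation 485 nm, emission 520 nm. Read-out basis: percent inhibition from fluorescence, normalised to plate control and blank means. Benchmarks: plate controls and plate blanks.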
# hK5 inh: human KLK5 protease inhibitors, primary screen, biochemical, 1536-well. 210,000 tested, 0.59% active. AID 873, 2007. Kallikrein-5 (Homo sapiens), Q9Y337. inhibition, % at 5 µM. recombinant hK5, fluorogenic AMC substrate cleavage;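 active = inhibition of 40% or more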;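 also: 0% = enzyme controls without compound and 100% = no-enzyme blanks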
# p47phox inh: p47phox/p22phox peptide binding inhibitors, primary screen, biochemical, uHTS, NADPH oxidase regulatory subunit; Neutrophil cytosol factor 1 (Homo sapiens), P14598; fluorescence polarization, 2 h; inhibition, % at 24.7 µM; 220,000 tested, 0.53% active;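 also: 0% = p47phox with labelled peptide and 100% = labelled peptide alone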
# 14-3-3 Bad PPI: inhibitors of 14-3-3 zeta/Bad binding, primary screen, biochemical, TR-FRET, bovine 14-3-3 zeta; AID 781, 2007; TR-FRET 14-3-3zeta/Dy647-pBad peptide displacement, 1 h; 14-3-3 protein zeta/delta (Bos taurus), P63103; 220,000 tested, 0.71% active; inhibition, % at 21.7 µM;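 active = inhibition above about 70%, limit read from the data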;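 also: 0% = full 14-3-3 plus peptide FRET controls and 100% = background without 14-3-3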
# Target sequence (P63103 whole entry, looked up): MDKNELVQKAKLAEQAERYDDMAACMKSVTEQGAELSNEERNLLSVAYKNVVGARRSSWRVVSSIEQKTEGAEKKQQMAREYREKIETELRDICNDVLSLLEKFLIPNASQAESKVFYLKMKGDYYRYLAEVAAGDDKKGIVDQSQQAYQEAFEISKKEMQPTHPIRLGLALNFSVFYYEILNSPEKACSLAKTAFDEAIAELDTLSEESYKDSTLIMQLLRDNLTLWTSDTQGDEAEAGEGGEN
# KCC2 mod: KCC2 cotransporter modulators, thallium flux, primary screen, cell-based, HEK293 KCC2, FluoZin-2 fluorescence, MLSMR. 190,000 tested, 2.2% active. AID 1456, 2008. KCC2 cells, thallium flux FluoZin-2 fluorescence. B-score of Tl+ flux slope (higher = more flux/activation; lower = inhibition) at 10 µM. Solute carrier family 12 member 5 (Homo sapiens), Q9H2X9;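 active = thallium flux slope and its plate-corrected score both differing from the plate sample mean at a set confidence after two filtering rounds, in either direction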;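 also: slope of fluorescence scaled to starting intensity during 10 to 20 s after thallium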
# eIF4E-4G inh: eIF4E–eIF4G protein interaction inhibitors, primary screen, biochemical, uHTS, TR-FRET, eIF4GI fragment; 220,000 tested, 0.37% active; AID 782, 2007; inhibition, % at 21.7 µM; Eukaryotic translation initiation factor 4E (Mus musculus) + Eukaryotic translation …; TR-FRET eIF4E-eIF4GI(517-606) binding, 2 h;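 also: 0% = full FRET control wells and 100% = background wells lacking eIF4GI fragment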
# EBV gp42 inh: Epstein-Barr virus gp42 inhibitors, primary screen, biochemical, uHTS, fluorescence polarization. Glycoprotein 42 (Epstein-Barr virus (strain AG876)), Q1HVG2. Fluorescence polarization binding assay, mP read-out. inhibition, % (tested at 21.74 µM). 220,000 tested, 0.42% active. AID 1085, 2008; in the data active = inhibition above about 50%
# The depositor's hits bear a star; · = not tested or not shown; [ ] = remark or other dose.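 The calls were made as follows, unless noted: active = inhibition above about 30% (limit read from the data); inactive = the rest.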
# The first three records, ahead of the listing:
smiles,Furin inh,Thrombin inh,Rad51 HR inh,hK5 inh,p47phox inh,14-3-3 Bad PPI,KCC2 mod,eIF4E-4G inh,EBV gp42 inh
Cn1c(N)c(C#N)c2c(c1=S)COC(C)(C)C2,-8[20 µM],-11,·,-12,3,-3,0.91,2,-16
CNC(=S)Nc1ccc(Br)cc1,-12,-6,-5,-23,2,-23,-0.17,2[fluorescence artefact?],-9
Cc1occc1C(=O)NNC(=O)COc1ccc(Br)cc1Br,-17,-8,-4,-12,-1,9,1.7,17[fluorescence artefact?],-11

# This part in full (from the top)
smiles,Furin inh,Thrombin inh,Rad51 HR inh,hK5 inh,p47phox inh,14-3-3 Bad PPI,KCC2 mod,eIF4E-4G inh,EBV gp42 inh
Cn1c(N)c(C#N)c2c(c1=S)COC(C)(C)C2,-8[20 µM],-11,·,-12,3,-3,0.91,2,-16
CNC(=S)Nc1ccc(Br)cc1,-12,-6,-5,-23,2,-23,-0.17,2[fluorescence artefact?],-9
Cc1occc1C(=O)NNC(=O)COc1ccc(Br)cc1Br,-17,-8,-4,-12,-1,9,1.7,17[fluorescence artefact?],-11
CCn1c(=NC(=O)CSCC(=O)Nc2nccs2)sc2ccccc21,-17[20 µM],-6,-16,20,-10,-5,-1.6,2,0
CC1CCN(CCCCOc2ccc(Br)cc2)CC1,-11,-5,6,-16,-10,-1[fluorescence artefact?],-1.6,-6,-23
Nc1nc(COc2ccccc2C=O)nc(Nc2ccccc2)n1,-19,-5,18,-4,-3,9,2.4,97*,1
O=C(Cn1c2c(c(-c3ccccc3Cl)cc1=O)CCC2)NCC1CCCO1 (stereo unspecified),-21,2,2,4,-10,10,-0.43,0,-13
COC(=O)C1=C(C(=O)OC)[C@@H]2N(C)c3ccc(OC)cc3[C@@]23C[C@@H](C(=O)OC)N(S(=O)(=O)c2ccc([N+](=O)[O-])cc2)C3=N1,2,-3,2,0,0,-4,0.35,2,-3
Cc1cccc(C(=O)NC(NC(=S)Nc2ccc(S(N)(=O)=O)cc2)C(Cl)(Cl)Cl)c1 (stereo unspecified),-15,-5,10,-10,-11,-1,-0.095,-2[fluorescence artefact?],-11
Fc1ccc(C2=NN(c3ccccc3)C(c3ccco3)C2)cc1 (stereo unspecified),-71,-19,7,-5,-15,-13,-0.08,1,-20
CCS(=O)(=O)N1CCN(C(=O)c2cccnc2)CC1,-5[20 µM],-8,0,-9,-5,0,-0.63,1,-9
CC(=O)Nc1ccc(S(=O)(=O)Nn2cnnc2)cc1,-21,-7,2,-5,-5,-4,·,-1,-4
COc1ccc2c(c1)nc(N)n2Cc1ccccc1,-33,0,·,-12,-2,-10,0.42,-7,-11
Cc1ccc(-c2nnc(N3CCN(C(=O)COc4ccccc4)CC3)c3ccccc23)cc1,-17[20 µM],-2,0,-13,2,-6,-1.7,-12,0
CCCC(C(=O)c1ccccc1)n1cncn1 (stereo unspecified),-22,2,0,-5,-27,11,-1.4,10,-19
CSc1ccccc1NC(=O)CSCc1ccc(C)cc1,-10[20 µM],0,-14,-8,-4,-4,-3.9*,-8[fluorescence artefact?],-5
COc1cccc(Nc2nc(N)c([N+](=O)[O-])c(NCc3ccco3)n2)c1,3,-3,2,5,-8,4,-0.059,2,25
O=C(c1coc(=O)c(Br)c1)N1CCC(C(O)(c2ccccc2)c2ccccc2)CC1,-34,1,4,2,-13,0,-0.052,5,-3
COc1cccc(C(=O)N/N=c2\oc3c(OC)cccc3cc2C(=O)NCc2ccccc2)c1,-15,-6,1,-10,-6,-3,-1.1,16,-12
O=C(NCc1ccco1)c1ccc(Cn2c(=O)c3ccccc3n(Cc3ccc(Cl)cc3)c2=O)cc1,-9[20 µM],2,-3,-3,0,7,0.28,2,4
Cc1ccc(C(=O)N2CCCCCC2)cc1Br,-16[20 µM],-2,5,6,-4,-3,·,3,-14
CC(C)(C)OC(=O)NCCc1n[nH]c(=S)o1,-19,1,-15,3,24,23,-0.48,-1,-3
Cc1ccc(N(CC(=O)Nc2cccc(N(C)S(C)(=O)=O)c2)S(C)(=O)=O)cc1,-7[20 µM],-2,-8,-12,6,8,0.1,0[fluorescence artefact?],-7
Cc1ccc(C(C(=O)NC(C)(C)C)N(C(=O)c2csnn2)C2CC2)cc1 (stereo unspecified),-10[20 µM],-1,0,-10,-11,0[fluorescence artefact?],0.18,3,-11
O=C(O)COCC(=O)Nc1ccc(Oc2ncnc3cc(Cl)ccc23)nc1,-16,-4,20,2,-9,2,-0.016,-6,-16
CN(C)S(=O)(=O)N1CCN(c2ccccc2)CC1,-2[20 µM],2,-32,0,10,9,0.46,3,-18
O=c1c2ccccc2c(/C=N/n2cnnc2)c(O)n1-c1ccccc1F,·,-2,-8,-12,-15,55,·,-6,2
COc1ccc(-c2nc(NC(=O)CCNC(=O)c3ccco3)sc2C)cc1,-16,-9,8,-9,-4,-4,-0.32,-5,-1
Cc1ccc(S(=O)(=O)c2c(C)nn(C(C)(C)C)c2OC(=O)C2CCCC2)cc1,0,12,·,-17,0,-1,1.8,-18,3
CC1CC(C)CN(CCOc2ccc(Cl)cc2Cl)C1 (stereo unspecified),-10[20 µM],1,-3,-4,-18,72*,-1.7,-4[fluorescence artefact?],-2
COc1nc(Oc2ccc(=O)[nH]n2)nc(N2CCOCC2)n1,-7[20 µM],-4,1,7,-7,5[fluorescence artefact?],0.62,2[fluorescence artefact?],-7
CCC(=O)NC(=S)Nc1ccc(Cl)cn1,-12[20 µM],3,11,0,-3,7,0.77,0,-8
Cc1ccccc1-n1c(=O)cc(N2CCN(Cc3ccccc3)CC2)[nH]c1=O,-33,-8,-8,10,-8,2[fluorescence artefact?],-0.51,5,6
COc1ccc(-n2nnnc2SCC#CCO)cc1,-22,1,-4,5,-12,-1,·,-6[fluorescence artefact?],-2
CCOC(=O)C1CCCN(c2c(NCC3CCCO3)c(=O)c2=O)C1 (stereo unspecified),-23,-10,-6,-20,-2,0,1.3,2,9
CCc1ccc(NC(=S)NC(=O)c2c(-c3ccccc3Cl)noc2C)cc1,-16,-3,17,-1,-11,0,16*,5,-12
O=C(Nc1ccccc1)N1CCCc2ccccc21,-13[20 µM],1,5,-8,0,-10,1.3,-1,-4
COc1ccc(-c2nncnn2)cc1,-17[20 µM],3,4,10,-12,8,0.25,0,-10
COc1ccc(O[C@H]2C=C[C@@H](c3ccccc3)O[C@@H]2COC(=O)CC/C(C)=N/O[C@@H](C)c2cc(-c3c(C)cc(C)cc3C)no2)cc1,-14,-2,·,-11,-6,0,0.19,4,-15
COc1cc2nc(C(C)(C)C)oc(=O)c2cc1OC,2,-3,·,5,-5,-3,0.94,2,-9
CCCC(=O)Nc1nc(-c2ccccc2)c(CC)s1,-27,-1,4,-2,-7,-12,-0.19,1,-5
Cc1ccc2cc(-c3noc(C(C)(C)C)n3)c(=O)[nH]c2c1,-34,1,-7,-8,-7,17,·,-1,-14
CNc1cc(Cl)nc(SC)n1,-31,-4,29,-7,-7,-12,-0.23,-3,-10
CSc1cccc(NC(=S)N2CCCN(Cc3ccccc3F)C2)c1,-20,1,2,-4,4,-9,1.3,-3,8
CCCCCC(=O)N/N=C/c1ccccc1[N+](=O)[O-],-5,·,-1,-1,-12,-6,-0.3,1,-19
O=c1c2ccccc2n(Cc2ccccc2F)c(=O)n1Cc1ccccc1F,-32[20 µM],0,-1,-24,-14,7,0.039,6,-13
Cc1ccc(-c2cc3c(N=O)c4ccccc4c-3n[nH]2)cc1,-9,-14,-10,2,4,22,·,21,-7
CC1(NC(=S)NCCCCCCNC(=S)NC2(C)CCS(=O)(=O)C2)CCS(=O)(=O)C1 (stereo unspecified),-37,3,·,2,-4,2,0.76,1,-14
Cc1ccc(OCC(=O)Nc2ccc(-c3nc4ncccc4o3)cc2)c(C)c1,-18[20 µM],1,-3,1,29,69[fluorescence artefact?],-0.96,-66,-16
CCOCC(=O)N1CCCC(C(=O)OCC)C1 (stereo unspecified),-26[20 µM],2,-3,-8,-6,0,·,-3,0
CCOC(=O)c1c(C)c(C(=O)NCCOC)c(C)n1CC,-15,-1,-10,14,-11,7,0.67,2,10
CS(=O)(=O)N1CCN(c2ccc(C(=O)NC34CC5CC(CC(C5)C3)C4)cc2[N+](=O)[O-])CC1,-14,-8,7,-15,1,-3[fluorescence artefact?],0.36,6[fluorescence artefact?],12
CCOCCn1c(SCc2ccc(F)cc2)nc2c1c(=O)[nH]c(=O)n2C,-23,-9,3,-22,-8,-5,-1.2,-4,-8
COc1ccccc1NC(=O)CSc1nnc(-c2ccoc2C)n1CCc1ccccc1,-32,-5,5,-21,-7,5[fluorescence artefact?],-1.7,2,-4
CCOc1cc(NC(=S)NCCCN2CCOCC2)c(OCC)cc1NC(=O)c1cccc(C)c1,-17,-8,6,-2,-2,-10,-0.38,1,-14
COc1ccc(-c2ccc(C(=S)N3CCN(C(C)=O)CC3)o2)cc1,-6,-1,-1,8,-3,-7,0.78,18,-19

# (further entries)
smiles,Furin inh,Thrombin inh,Rad51 HR inh,hK5 inh,p47phox inh,14-3-3 Bad PPI,KCC2 mod,eIF4E-4G inh,EBV gp42 inh
CCCN(CCC)S(=O)(=O)c1ccc(C(=O)Nc2ccc(OCC(=O)N3CCOCC3)cc2)cc1,-11[20 µM],3,0,-8,2,0,·,4,-22
CC(=O)c1sc(Nc2ccc(C)cc2)nc1C,-20,0,-8,-5,-18,-4,-1.1,-3,-24
COC(=O)c1c(C)oc(C)c1S(=O)(=O)NC(c1ccccc1)c1ccccc1,-19,-2,·,0,-10,5,-0.43,-6,-5
Cc1ccccc1Nc1nc(N)nc(CN(C)c2ccccc2)n1,-14,6,-4,-10,-4,0,-3,4,-16
COc1ccc(N2CCN(C(=O)Cc3ccc(Br)cc3)CC2)cc1,-13,-10,3,-6,-12,-4,0.2,-1,1
COc1ccccc1-c1nnc2sc(-c3cc4ccccc4o3)nn12,-6,3,·,3,-11,-8,·,0,-7
CCOC(=O)c1ccc(OCc2c(C)noc2C)cc1,-8[20 µM],-4,-7,-4,3,0,-2.2,0[fluorescence artefact?],-15
O=C(CSc1nc(-c2ccccc2)cc(C(F)(F)F)n1)NCCN1CCOCC1,-13[20 µM],-1,-1,6,-10,-5,0.78,-1,-4

# Hits appear at their usual frequency, and some 4.7% of all compounds hit somewhere here.
